TRPC4 block: inhibitors of mouse TRPC4 channel, primary screen, Fluo4 calcium, HEK293 TRPC4beta/mu-opioid cells; B-score at 10 µM; 300,000 compounds, 0.39% hits; AID 2247, 2010; DAMGO-evoked Fluo4 calcium flux; active compounds read low; Short transient receptor potential channel 4 (Mus musculus), Q9QUQ5;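 active means B-score over 3 SD under the library average, no early fluorescence shift, positive overall ratio signal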
Target sequence (Q9QUQ5 whole entry, looked up): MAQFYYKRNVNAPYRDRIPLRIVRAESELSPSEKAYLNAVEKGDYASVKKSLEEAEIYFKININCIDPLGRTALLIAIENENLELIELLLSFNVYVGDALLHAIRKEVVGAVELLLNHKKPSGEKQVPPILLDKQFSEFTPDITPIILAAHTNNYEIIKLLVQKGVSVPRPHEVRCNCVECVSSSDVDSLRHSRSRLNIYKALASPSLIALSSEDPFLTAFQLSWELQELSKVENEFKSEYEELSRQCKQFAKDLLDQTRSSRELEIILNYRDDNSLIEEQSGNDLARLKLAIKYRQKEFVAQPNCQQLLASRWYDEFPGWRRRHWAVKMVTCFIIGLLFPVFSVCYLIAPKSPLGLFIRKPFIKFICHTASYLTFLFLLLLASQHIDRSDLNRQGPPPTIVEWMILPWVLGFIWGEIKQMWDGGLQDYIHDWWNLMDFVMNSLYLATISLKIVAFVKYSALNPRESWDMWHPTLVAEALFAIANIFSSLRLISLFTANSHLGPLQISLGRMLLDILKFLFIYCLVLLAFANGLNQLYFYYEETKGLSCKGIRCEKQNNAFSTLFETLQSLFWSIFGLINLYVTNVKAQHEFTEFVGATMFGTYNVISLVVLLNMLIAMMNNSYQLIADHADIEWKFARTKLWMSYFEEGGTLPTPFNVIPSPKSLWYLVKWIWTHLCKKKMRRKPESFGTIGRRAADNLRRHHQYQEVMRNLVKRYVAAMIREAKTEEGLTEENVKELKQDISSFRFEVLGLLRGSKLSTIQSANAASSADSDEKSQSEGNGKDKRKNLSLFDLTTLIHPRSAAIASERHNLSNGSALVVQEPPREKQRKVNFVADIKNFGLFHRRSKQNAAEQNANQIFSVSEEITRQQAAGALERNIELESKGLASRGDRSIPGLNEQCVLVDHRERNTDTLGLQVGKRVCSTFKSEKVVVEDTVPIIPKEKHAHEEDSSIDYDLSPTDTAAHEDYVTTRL
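Assay system: HEK293 cells with stable TRPC4beta plus mu-opioid receptor expression; Probe or stimulus: DAMGO in two steps, submaximal then maximal; Dosing: single-point compound dosing; Measured by: Fluo4 calcium-dye fluorescence, kinetic read; Read-out basis: B score from integrated Fluo4 fluorescence ratio.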
TRPC4 potent: positive allosteric modulators of TRPC4, primary screen, cell-based, mouse TRPC4beta, HEK293 mu-opioid, Fluo-4 calcium. Short transient receptor potential channel 4 (Mus musculus), Q9QUQ5. DAMGO EC20, Fluo-4 Ca2+ flux; active compounds read high. B-score at 10 µM. 310,000 compounds, 0.42% hits. AID 2227, 2009;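 active means B-score of calcium response area above 5 SD of library B-scores, with initial fluorescence ratio within 5 SD of library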;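 further: B-score of integrated fluorescence ratio over time as area under calcium response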
HIF activator: HIF pathway transcriptional activators, primary screen, cell-based, U2OS HRE-luciferase, luminescence; AID 1910, 2009; 300,000 compounds, 0.32% hits; activation, % at 7.5 µM (by protocol); U2OS HRE-luciferase reporter; normalized: DMSO 0%, desferrioxamine 100%;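 active means mean activation of at least 10% of the iron chelator positive control signal, with at least half of replicates also reaching 10%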
MrgX1 PAM: positive allosteric modulators of MrgX1, primary screen, HEK293 cells, Fluo-4 calcium flux; FDSS; active compounds read high; B-score at 10 µM; 310,000 compounds, 0.63% hits;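 active means plate-corrected calcium response at least 3 library SD above typical, normal starting fluorescence, not activating the receptor alone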;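 further: compound read alongside a low EC10 to EC30 dose of BAM8-22 agonist; peak minus trough fluorescence over baseline measured at the second addition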
PolyA inhibitor: polyadenylation inhibitors in yeast reporter cells, primary screen, luminescence, S. cerevisiae; 300,000 compounds, 0.02% hits; S. cerevisiae SKY197-pL101 polyadenylation reporter, beta-gal luminescence; efflux-impaired pdr1/pdr3 knockout yeast; score 100 = 6 SD above DMSO; calls only at 12 µM;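 active means lowest replicate activity score at least 50, where 100 means six control SD above control mean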;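 further: yeast exposed to compound for 9 h at 30 °C; higher score means more reporter readthrough which indicates perturbed polyadenylation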
TRPC6 inhibitor: mouse TRPC6 channel inhibitors, primary screen, cell-based, HEK293, membrane potential dye; B-score at 10 µM; Short transient receptor potential channel 6 (Mus musculus), Q61143; ACh-evoked depolarization; active compounds read low; 310,000 compounds, 1.1% hits;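 active means B-score under library mean minus 3 SD, initial fluorescence not abnormally high, positive integrated signal ratio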;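 further: B-score derived from integrated fluorescence ratio over the kinetic read; more negative B-score means stronger inhibition of depolarization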
MrgX1 ag: agonists of human MrgX1 receptor, primary screen, HEK293 cells, Fluo-4 calcium flux; Mas-related G-protein coupled receptor member X1 (Homo sapiens), Q96LB2; Fluo-4 calcium fluorescence, agonist mode; active compounds read high; 310,000 compounds, 0.44% hits; B-score at 10 µM; AID 588627, 2011;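 active means calcium response B-score plate-corrected fluorescence ratio at least 3 library SD, with starting fluorescence B-score inside 5 SD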
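Material: MrgX1-expressing HEK293 cells; input: 15,000 cells per well; doses: test compound given as first of three sequential additions; schedule: overnight plating before 1 h dye loading; technique: Fluo-4 NW calcium-flux fluorescence, kinetic read; evaluation: baseline-normalised fluorescence change ratio, B-scored; control set: plate-wise positive and negative controls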
TRPC4 act: activators of mouse TRPC4 channel, primary screen, Fluo4 calcium, HEK293 TRPC4beta/mu-opioid cells. 310,000 compounds, 0.49% hits. B-score at 10 µM. Short transient receptor potential channel 4 (Mus musculus), Q9QUQ5. Fluo4 calcium fluorescence; active compounds read high;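 active means B-score above 5 SD of library B-scores, and initial fluorescence ratio not above library mean plus 5 SD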;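 further: positive B-score marks a calcium rise read as TRPC4 activation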
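Technique: kinetic Fluo4 calcium fluorescence; Test system: TRPC4beta and mu-opioid receptor HEK293 stable cells; Measure: B-scored integrated calcium fluorescence ratio; Benchmarks: low control buffer alone, high control maximal DAMGO; Schedule: 45 min room-temperature Fluo4 loading, 110 s read.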
AI-2 QS mod: Vibrio harveyi AI-2 quorum sensing modulators, primary screen, JMH597 strain, luminescence/OD600 ratio. Vibrio harveyi JMH597 AI-2 luminescence/OD600 ratio, 9 h; active compounds read low; strain lacks LuxN and CqsS sensors; 0 = neutral-control median. activity change, % at 7.5 µM. 300,000 compounds, 0.4% hits. AID 2094, 2009; in the data active means activity change below about -75%, passing the limit was not always enough;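 further: luminescence divided by OD600 gain over 9 h not by final OD600 alone; inactives centre near 13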
TRPC6 activator: mouse TRPC6 channel activators, primary screen, cell-based, HEK293, membrane potential dye; Short transient receptor potential channel 6 (Mus musculus), Q61143; HEK293-TRPC6 membrane potential dye fluorescence; active compounds read high; B-score at 10 µM; 310,000 compounds, 0.13% hits; AID 2550, 2010;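 active means B-score of the integrated fluorescence ratio above library mean plus 3 SD, and starting fluorescence ratio within library mean plus 5 SD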;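 further: higher score means more depolarization so channel activation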
MrgX1 antagonist: antagonists of human MrgX1 receptor, primary screen, HEK293 cells, Fluo-4 calcium flux; Mas-related G-protein coupled receptor member X1 (Homo sapiens), Q96LB2; BAM8-22 antagonism; active compounds read low; B-score at 10 µM; 310,000 compounds, 1.3% hits; AID 588676, 2011;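 active means calcium-response B-score plate-corrected more than 3 library SD below zero, starting fluorescence within 5 deviations, no agonist response on first addition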;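 further: peak minus trough fluorescence over baseline after final BAM8-22 challenge near maximal dose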
Numbers without * were called inactive; i = inactive; x = no result given. This is a subset, so the mix of outcomes need not match the whole.

SMILES	TRPC4 block	TRPC4 potent	HIF activator	MrgX1 PAM	PolyA inhibitor	TRPC6 inhibitor	MrgX1 ag	TRPC4 act	AI-2 QS mod	TRPC6 activator	MrgX1 antagonist
COC(=O)c1c(N)sc(C(=O)N2CCOCC2)c1C	i	i	-0.2	i	i	i	i	i	13.9	i	i
CCOc1ccc(CN(C)C(=O)CCN2C(=O)c3ccccc3C2=O)cc1OC	i	i	-0.4	i	i	i	i	i	x	i	i
Cc1cc(C)nc(N/N=C/C2=C(O)CC(c3ccc(F)cc3)CC2=O)n1 (stereo not given)	i	i	21.9*	i	i	i	i	i	73.6	i	i
CCNc1nc(C)c(CN(C(C)=O)c2ccccc2)nc1C#N	i	i	-0.3	i	i	i	i	i	12.9	i	i
O=C(CCCC(=O)N(CC(=O)NC1CCCCC1)Cc1ccccc1)Nc1ccccn1	i	i	1.1	i	i	i	i	i	21.8	i	i
CC(=O)Nc1ccc(OCCOc2ccc(/C=C3\C(=N)N4N=C(C(C)C)SC4=NC3=O)cc2)cc1	i	i	-1.8	i	i	i	31.7*	i	12.1	i	i
Cc1cccc(N(CC(=O)NC(C)C)C(=O)c2ccc(N3CCCC3)nc2)c1	i	i	-0.2	i	i	i	i	i	3.9	i	i
ONC(=Nc1ccc(Cl)cc1)c1ccc(Cl)cc1	i	i	5.1	i	i	i	i	i	-23.4	i	i
Cc1cc(C)c(S(=O)(=O)Nc2ccc(O)c(Sc3ncn[nH]3)c2)cc1C	i	i	-0.3	i	i	i	i	i	34.4	i	i
Cc1cc(-c2ccc(C(C)C)c(S(=O)(=O)N3CCOc4ccccc43)c2)on1	i	i	-0.8	i	i	i	i	i	0.6	i	i
CC(=O)Nc1ccc(Nc2nnc(-c3ccc(C)c(S(=O)(=O)NCCO)c3)c3ccccc23)cc1	i	i	0.7	i	i	i	i	i	7.7	i	i
Cc1ccc(S(=O)(=O)N(C)C)cc1NC(=O)c1c(-c2c(F)cccc2Cl)noc1C	i	i	-0.3	i	i	i	i	i	12.4	i	i
CCC(=O)N1CCc2cc(Br)cc(S(=O)(=O)N3CCCC(C(=O)NC(C)(C)C)C3)c21 (stereo not given)	i	i	0.1	i	i	i	i	i	x	i	i
CCOC(=O)C1(Cc2ccccc2)C(=O)N(CCCN(C)C)c2ccccc21 (stereo not given)	i	i	-2.2	i	i	i	i	i	18.7	i	i
O=C(OCC(=O)N1CCc2ccccc2C1)c1cccc([N+](=O)[O-])c1	-6*	i	-0.3	i	i	i	i	i	21.2	i	i
O=C(Nc1ccc(Cl)cc1)C1CCCN1C(=O)NCc1ccccc1 (stereo not given)	i	i	0.1	i	i	i	i	i	-19.9	i	i
c1ccc2nc(N3CCOCC3)c(N3CCOCC3)nc2c1	i	i	-0.5	i	i	i	i	i	18.2	i	i
Cc1cccc(C(=O)N2CCN(c3ncnc4c3cnn4-c3ccccc3)CC2)c1	i	i	-0.2	i	i	i	i	i	13.0	i	i
CSc1ccccc1NC(=O)c1c(C)noc1C	i	i	-0.1	i	i	i	i	i	27.2	i	i
COc1cc(CN2CCN(c3cccc(Cl)c3)CC2)cc(OC)c1OC	i	i	0.5	i	i	i	i	i	1.8	i	i
COc1ccc(-c2ccc([C@H]3[C@@H]4C=CCC[C@@]4(C)C(=O)N3Cc3ccccc3)c(F)c2)cc1OC	i	i	-2.3	i	i	i	i	i	11.8	i	i
CCOC(=O)Cc1csc(SCC(=O)Nc2cc(C)ccc2OC)n1	i	i	-0.4	i	i	i	i	i	27.1	i	i
COc1cc(/C=N/NC(=O)COc2ccc(-n3cnnn3)cc2)ccc1OCC(N)=O	i	i	-0.1	i	i	i	i	i	19.6	i	i
Cc1c(Cl)cccc1NC(=O)Cn1nnc(C(=O)NCc2cccs2)c1N	i	i	1.3	i	i	i	i	i	11.6	i	i
COc1ccc(N2CCN(C(=O)CCCn3c(=S)[nH]c4cc5c(cc4c3=O)OCO5)CC2)cc1	i	i	0.1	i	i	i	i	i	13.0	i	i
Next section
SMILES	TRPC4 block	TRPC4 potent	HIF activator	MrgX1 PAM	PolyA inhibitor	TRPC6 inhibitor	MrgX1 ag	TRPC4 act	AI-2 QS mod	TRPC6 activator	MrgX1 antagonist
COc1ccc2c(c1)cc1c(=O)n(CC(=O)NCCCN3CCOCC3)nc(C)n12	i	i	-0.3	i	i	i	i	i	7.2	i	i
O=C(COc1ccc2ccccc2c1CN1CCOCC1)N1CCc2ccccc21	i	i	-0.3	i	i	-7.21*	i	i	31.1	i	i
Cc1cc(C(F)(F)F)nc(SCC(=O)Nc2cc(C)on2)n1	i	i	-0.5	i	x	i	i	i	24.7	i	i
COc1ccc(/C=C/C(=O)NCc2cn(C)nc2C)cc1COc1ccc(Cl)cc1Br	i	i	-2.4	i	i	i	i	i	14.3	i	i
CCC(CC)C1C(C#N)=C(N)SC(N)=C1C#N	i	i	-0.4	i	i	i	i	i	2.5	i	i
O=C(c1cccnc1)N1CCC(Oc2ccc(C(=O)N3CCCCO3)cc2)CC1	i	i	0.0	i	i	i	i	i	7.7	i	i
O=C(O)CSc1nccn1-c1cccc(Cl)c1	i	i	-0.3	i	i	i	i	i	5.8	i	i
CN1CCN(C(=O)CCc2nnc3ccc(N4CCC5(CC4)OCCO5)nn23)CC1	i	i	0.1	i	i	i	i	i	13.6	i	i
COCCN1CC(CNC(=O)c2cc(COc3ccccc3SC)on2)CC1=O (stereo not given)	i	i	-0.2	i	i	i	i	i	-0.9	i	i
COc1ccc(OC)c(S(=O)(=O)NCC(c2ccco2)S(=O)(=O)c2ccccc2)c1 (stereo not given)	i	i	-0.3	i	i	i	i	i	29.4	i	i
Cc1ccc(NC(=O)CN2C(=O)NC3(CCCc4ccccc43)C2=O)cc1S(=O)(=O)N1CCOCC1 (stereo not given)	i	i	-0.4	i	i	i	i	i	14.6	i	i
CCCCN(C)C(=O)CCCCn1c(=O)[nH]c2cc(OCC)c(OCC)cc2c1=O	i	i	-0.7	i	i	i	i	i	14.4	i	i
COc1ccc(CC(=O)NC(C)c2nnc(SCC(=O)Nc3ccccc3F)n2C)cc1 (stereo not given)	i	i	0.1	i	i	i	i	i	22.0	i	i
CN1OC(COC(=O)c2ccccc2)CC1c1ccccc1 (stereo not given)	i	i	0.7	i	i	i	i	i	2.9	i	i
CCN(CC)N=Nc1[nH]nc2nc(C)cc(C)c12	i	i	0.6	i	i	i	i	i	30.1	i	i
COc1cccc(CC(NC(C)=O)C(=O)NC2CCN(c3nnnn3-c3ccccc3)CC2)c1OC (stereo not given)	i	i	0.1	i	i	i	i	i	5.4	i	i
N#CCCN(CCC#N)S(=O)(=O)c1ccc(C(=O)Nc2nnc(C3=COCCO3)o2)cc1	i	i	-0.3	i	i	i	i	i	15.8	i	i
CC(=O)N(C)c1nnc(-c2cnccn2)s1	i	i	0.0	i	i	-6.46*	i	i	-2.8	i	i
Cc1ccc(NC(=O)c2ccc3c(c2)OCCO3)cc1S(=O)(=O)Nc1cccc(Cl)c1	i	i	1.6	i	i	i	i	i	40.1	i	i
CCOc1ccc(N(CC(=O)Nc2ccc(C)c(C)c2)S(=O)(=O)c2c(C)noc2C)cc1	i	i	x	i	i	i	i	i	41.5	i	i
CCCCN(C(=S)Nc1ccccc1)C1CCS(=O)(=O)C1 (stereo not given)	i	i	-0.7	i	i	i	i	i	17.6	i	i
ClC(Cl)c1nnc(-c2ccccc2)c(-c2c[nH]c3ccccc23)n1	i	i	0.6	i	i	i	i	i	-77.2*	i	i
COc1ccc(C(=O)c2cn[nH]c2-c2ccc(C)cc2O)cc1	i	i	0.7	i	i	i	i	i	-86.2*	i	i
O=C(CCN1C(=O)c2ccncc2C1=O)Nc1cc(F)ccc1F	i	i	1.4	i	i	i	i	i	6.7	i	i
CCOc1ccc(-n2c(C)nc3cc(C(=O)NCCN4CCOCC4)ccc32)cc1	i	i	x	i	x	i	i	i	14.0	i	i
Following part.
SMILES	TRPC4 block	TRPC4 potent	HIF activator	MrgX1 PAM	PolyA inhibitor	TRPC6 inhibitor	MrgX1 ag	TRPC4 act	AI-2 QS mod	TRPC6 activator	MrgX1 antagonist
CC(C)NC(=O)C1CC(=O)N(C(C)c2ccccc2)C1 (stereo not given)	i	i	-0.4	i	i	i	i	i	26.4	i	i
COc1ccc(N2CCN(C(=O)c3ccc4nc(N5CCCCC5)sc4c3)CC2)cc1	i	i	0.4	i	i	i	i	i	3.1	i	i
CN(C)CCCN(C(=O)c1ccc(S(=O)(=O)N2CCCc3ccccc32)cc1)c1nc2ccc(F)cc2s1	i	i	-0.5	i	i	i	i	197*	-3.4	i	i
COC(=O)/C(=C\c1c(OC)cc(OC)cc1OC)C(=O)c1ccc2c(c1)OCO2	i	i	-2.1	i	i	i	i	i	14.0	i	i
O=C(Cc1ccc(F)cc1)Nc1cccc(-c2ccc3nncn3n2)c1	i	i	-0.6	i	i	i	i	i	22.2	i	i
O=C(Nc1cccn(Cc2c(Cl)cccc2Cl)c1=O)C1CC1	i	i	-0.1	i	i	i	i	i	26.3	i	i
N=C(N)SCP(=O)(c1ccccc1)c1ccccc1	i	i	1.1	i	i	i	i	i	15.3	i	i
O=S(=O)(Nc1c(O)ccc2ccccc12)c1ccccc1	i	i	0.0	i	i	i	29*	i	1.7	i	i
Cc1onc(C(=O)Nc2sc3c(c2C(N)=O)CCCC3)c1[N+](=O)[O-]	i	i	0.4	i	i	i	i	i	-4.8	i	i
CCc1ccc(C(=O)Cn2cnc3cc([N+](=O)[O-])ccc3c2=O)cc1	i	i	-0.2	i	i	i	i	i	8.9	i	i
C/C(=C\c1ccccc1)CN1CCN(Cc2ccc(C)o2)C(CCO)C1 (stereo not given)	i	i	-0.4	i	i	i	i	i	16.8	i	i

Screens (PubChem)
